Compound activity (PubChem BioAssay)
Rab2A wt mod – changes GTP binding to wildtype dog Rab2A, up or down; P61105; GST-Rab2 wt beads, Bodipy-GTP binding, flow cytometry; GTP binding activity, % at 10 µM; actives 0.19% (n = 190,000); AID 760;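 active = GTP binding activity at least 20 points away from 100%, either lowered or raised; inconclusive = signal likely due to the compound's own green fluorescence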;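 also: 0% = beads with excess unlabeled GTP and 100% = no-compound control corrected for plate trend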
Avidin fluor – compound fluoresces at 488/530 nm on avidin beads; actives 0.38% (n = 220,000); fluorescence (KMESF) at 10 µM; AID 1775; compound fluorescence 488/530 nm, flow cytometry; hits give high values; in the data active = fluorescence above about 47; also: inactives centre near 10
ABCG2 block – blocks JC-1 efflux by human ABCG2 transporter; inhibition, % at 6.6 µM; IgMXP3 cells, flow cytometry; AID 1325; actives 0.1% (n = 190,000);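 active = inhibition above 80%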;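 also: 0% = DMSO and 100% = nicardipine control wells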
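Assay system – ABCG2 IgMXP3 and barcoded ABCB1 CCRF-Adr cell mix · Input – 3 million cells/mL in well · Reagent – JC-1 fluorescent substrate · Compound – single test compound dose, 6.6 µM final · Timing – 10 min exposure at 25 °C with rotation, no wash · Detection – flow cytometry of retained JC-1 fluorescence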
Mcl1-Noxa inh – Mcl-1/Noxa interaction inhibition. actives 1.5% (n = 220,000). TR-FRET Mcl-1/Noxa peptide binding, 2 h. inhibition, % at 21.7 µM. Q07820;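 active = compounds that cut the protein-peptide binding signal by more than 50% relative to plate controls in a single-dose test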;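 also: His-tagged Mcl-1 with rhodamine Noxa BH3 peptide and terbium anti-His antibody; 0% = Mcl-1 plus Noxa peptide wells and 100% = peptide-only wells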
Pf gamet viab – P. falciparum stage V gametocyte viability inhibition | P. falciparum stage V gametocytes, ATP luminescence, 24 h | inhibition, % at 10.9 µM | actives 0.065% (n = 150,000);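 active = inhibition above the mean plus 3 SD of compounds within the control limits, set per campaign, cut at about 38% in these data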;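 also: 0% = DMSO wells and 100% = medium only without gametocytes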
Rac1 wt GTP bind – human Rac1 wildtype GTP binding, inhibitors and activators. P63000. GST-Rac1 beads, fluorescent GTP binding, flow cytometry; actives lie on both sides; 0 = cold GTP competed, 100 = untreated. GTP binding activity (% of control), % at 10 µM. AID 757. actives 0.27% (n = 190,000);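 active = GTP binding activity at least 20 points away from the 100% control level, either lower or higher; inconclusive = compound flagged as likely green fluorescent, judged across all proteins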
Rab7 wt modul – modulators of GTP binding to dog Rab7 wildtype GTPase. GTP binding activity (percent of control), % at 10 µM. actives 0.055% (n = 190,000). AID 758. GST-Rab7 beads, fluorescent GTP binding, flow cytometry; actives lie on both sides; untreated = 100%, excess cold GTP = 0%;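 active = fluorescent GTP binding to Rab7 beads changed by at least 20 points from the 100% baseline, either direction, mostly lower; inconclusive = compound itself probably fluorescent, or too few beads counted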;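 also: median green fluorescence of bound Bodipy-FL-GTP per Rab7 bead population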
Rac1 mut GTP – human Rac1 activated mutant GTP binding change; GST-Rac1 activated beads, fluorescent GTP binding, flow cytometry; actives lie on both sides; 100% means binding = to untreated wells; P63000; percent activity (GTP binding), % at 10 µM; actives 0.11% (n = 190,000);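 active = GTP binding at least 20 percentage points away from the 100% baseline, in either direction, so actives lie on both sides; inconclusive = Compound likely fluorescent itself, or too few beads counted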
Cdc42 wt – human Cdc42 wildtype GTP binding change, either direction; GST-Cdc42 beads, Bodipy-GTP binding, flow cytometry; actives lie on both sides; actives 0.2% (n = 190,000); P60953; percent activity (GTP binding), % at 10 µM;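 active = percent activity GTP binding at least 20 points away from the 100% baseline, either down as inhibitor or up as activator; inconclusive = compound flagged as likely green fluorescent from well-wide comparison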;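 also: median bead fluorescence of bound Bodipy-FL-GTP at 100 nM; 0% = excess unlabeled GTP control and 100% = no compound control; below 100% means less GTP binding so inhibitor and above means activator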
ABCB1 block – inhibitors of human ABCB1 transporter, ABCG2 counter-screen; P08183; CCRF-Adr cells, JC-1 efflux, flow cytometry; inhibition, % at 6.6 µM; actives 0.067% (n = 190,000); in the data active = inhibition above about 40%;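 also: 0% = vehicle and 100% = reference inhibitor; higher value means more JC-1 retained so stronger ABCB1 efflux block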
Target sequence (P08183 whole entry, looked up): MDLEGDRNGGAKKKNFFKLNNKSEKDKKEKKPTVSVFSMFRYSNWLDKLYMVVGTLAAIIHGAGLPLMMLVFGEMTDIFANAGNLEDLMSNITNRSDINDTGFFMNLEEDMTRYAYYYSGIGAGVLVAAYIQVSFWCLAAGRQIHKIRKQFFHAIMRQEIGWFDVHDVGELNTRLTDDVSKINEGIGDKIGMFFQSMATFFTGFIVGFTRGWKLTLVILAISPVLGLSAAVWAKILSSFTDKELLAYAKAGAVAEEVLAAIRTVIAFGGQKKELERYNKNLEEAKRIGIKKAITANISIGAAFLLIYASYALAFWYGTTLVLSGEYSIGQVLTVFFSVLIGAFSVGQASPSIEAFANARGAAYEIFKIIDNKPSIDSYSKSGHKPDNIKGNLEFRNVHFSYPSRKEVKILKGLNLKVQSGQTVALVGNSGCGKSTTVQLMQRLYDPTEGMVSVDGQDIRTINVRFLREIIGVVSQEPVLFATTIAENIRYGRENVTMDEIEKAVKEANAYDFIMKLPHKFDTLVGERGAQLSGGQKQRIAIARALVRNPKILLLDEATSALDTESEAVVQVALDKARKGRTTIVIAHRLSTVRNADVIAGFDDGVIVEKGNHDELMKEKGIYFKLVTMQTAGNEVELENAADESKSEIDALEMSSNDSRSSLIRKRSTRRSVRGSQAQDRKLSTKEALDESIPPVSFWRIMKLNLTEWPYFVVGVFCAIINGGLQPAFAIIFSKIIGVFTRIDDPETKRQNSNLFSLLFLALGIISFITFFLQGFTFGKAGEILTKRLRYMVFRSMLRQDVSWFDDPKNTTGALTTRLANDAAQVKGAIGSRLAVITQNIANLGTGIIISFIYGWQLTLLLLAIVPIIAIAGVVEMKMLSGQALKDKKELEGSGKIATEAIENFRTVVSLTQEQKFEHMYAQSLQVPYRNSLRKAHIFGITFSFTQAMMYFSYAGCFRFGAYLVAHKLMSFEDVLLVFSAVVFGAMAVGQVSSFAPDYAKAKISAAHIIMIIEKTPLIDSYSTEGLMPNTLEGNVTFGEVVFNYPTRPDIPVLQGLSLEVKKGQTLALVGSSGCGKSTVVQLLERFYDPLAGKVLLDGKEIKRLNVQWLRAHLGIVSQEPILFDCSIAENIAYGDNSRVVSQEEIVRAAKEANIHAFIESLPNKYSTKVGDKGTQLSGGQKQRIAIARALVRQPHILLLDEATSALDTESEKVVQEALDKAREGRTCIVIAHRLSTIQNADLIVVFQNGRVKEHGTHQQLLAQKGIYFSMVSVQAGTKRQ
HRas wt GTP – human HRas wildtype GTP binding, change in either direction; P01112; GST-Ras wt beads, Bodipy-FL-GTP binding, flow cytometry; actives lie on both sides; GTP binding activity, % at 10 µM; actives 0.14% (n = 190,000); AID 759;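 active = GTP binding activity at least 20% away from the 100% baseline, either lowered as inhibitor or raised as activator; inconclusive = flagged as likely green fluorescent, judged across all proteins in the well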;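 also: 0% = unlabeled GTP competition control and 100% = no-compound control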
Numbers without * were called inactive; ? = inconclusive; · = not tested or not shown; & = joins results of further samples. Not all compounds are listed; rates above refer to the full screens.

Preview:
Each structure is followed by: Avidin fluor, Rab7 wt modul, Rac1 mut GTP, Pf gamet viab, Cdc42 wt, ABCB1 block, HRas wt GTP, Mcl1-Noxa inh, Rab2A wt mod, ABCG2 block, Rac1 wt GTP bind
- CCOP(=S)(OCC)N1CCOCCOCCN(P(=S)(OCC)OCC)CCOCCOCC1
    9, 92, 97, 11, 95, 1.0, 95, 6, 95, 0, 96
- CC(C)OP(=O)(OC(C)C)C(O)c1ccc(Br)cc1 (stereo not given)
    14, ?, ?, ·, ?, 0.2, ?, 20, ?, 0, ?
- CC(C)=CCSc1nnc([C@@H](N)Cc2c[nH]c3ccccc23)o1
    9, 98, 96, ·, 98, 0.2, 100, 14, 99, 2, 103
- CC(=O)CC(=O)C1C(=O)N(C)C(=O)N(C)C1=O
    22, 97, 97, -2, 97, -0.8, 96, 30, 99, -3, 97
- CCOP(=O)(OCC)C(O)c1ccc(OC)c(OC)c1 (stereo not given)
    8, 95, 93, 15, 94, 0.2, 93, ·, 93, 1, 92
- c1ccc(CC(NCc2ccco2)c2ccccc2)cc1 (stereo not given)
    20, 103, 95, ·, 99, 0.6, 98, 6, 100, 1, 98
- CCC(CO)Nc1ccc([N+](=O)[O-])c2cccnc12 (stereo not given)
    11, 100, 100, 0, 106, 0.8, 105, 19, 104, 3, 103

The listing, from the first entry:
Each structure is followed by: Avidin fluor, Rab7 wt modul, Rac1 mut GTP, Pf gamet viab, Cdc42 wt, ABCB1 block, HRas wt GTP, Mcl1-Noxa inh, Rab2A wt mod, ABCG2 block, Rac1 wt GTP bind
- CCOP(=S)(OCC)N1CCOCCOCCN(P(=S)(OCC)OCC)CCOCCOCC1
    9, 92, 97, 11, 95, 1.0, 95, 6, 95, 0, 96
- CC(C)OP(=O)(OC(C)C)C(O)c1ccc(Br)cc1 (stereo not given)
    14, ?, ?, ·, ?, 0.2, ?, 20, ?, 0, ?
- CC(C)=CCSc1nnc([C@@H](N)Cc2c[nH]c3ccccc23)o1
    9, 98, 96, ·, 98, 0.2, 100, 14, 99, 2, 103
- CC(=O)CC(=O)C1C(=O)N(C)C(=O)N(C)C1=O
    22, 97, 97, -2, 97, -0.8, 96, 30, 99, -3, 97
- CCOP(=O)(OCC)C(O)c1ccc(OC)c(OC)c1 (stereo not given)
    8, 95, 93, 15, 94, 0.2, 93, ·, 93, 1, 92
- c1ccc(CC(NCc2ccco2)c2ccccc2)cc1 (stereo not given)
    20, 103, 95, ·, 99, 0.6, 98, 6, 100, 1, 98
- CCC(CO)Nc1ccc([N+](=O)[O-])c2cccnc12 (stereo not given)
    11, 100, 100, 0, 106, 0.8, 105, 19, 104, 3, 103
- O=C(C(=O)N1CCOCC1)c1cn(Cc2ccccc2Cl)c2ccccc12
    9, 103, 96, 3, 94, 0.7, 96, 2, 99, 6, 101
- CCc1ccc(C2=NN(CCC(=O)N3CCC4(CC3)OCCO4)C(=O)CC2)cc1
    15, 105, 99, 10, 101, 0.7, 103, 2, 103, 6, 103
- COc1ccc(C(C)=O)cc1CC(C(=O)c1ccc(C)c(C)c1)N(C)C (stereo not given)
    13, 98, 101, 12, 101, 0.6, 100, 26, 102, 8, 104
- CCCCn1c(NC(=O)c2ccco2)c(C(=O)OCC)c2nc3ccccc3nc21
    11, 102, 97, ·, 97, 0.4, 100, 13, 98, 2, 98
- CCN(CC)c1ccc(N=Cc2c(O)n(Cc3ccccc3)c(=O)[nH]c2=O)cc1
    15&6, ?, ?, -14, ?, 0.5&0.5, ?, -6&6, ?, 63&12, ?
- CNC(=O)c1cccn(Cc2cc(C(F)(F)F)cc(C(F)(F)F)c2)c1=O
    10, 95, 97, 16, 98, 0.8, 97, 7, 94, 4, 97
- CCN1CCN(Cc2cc(C(C)(C)C)c(O)c(C(C)(C)C)c2)CC1
    16, 94, 101, ·, 102, 0.0, 101, -31, 101, 1, 106
- Clc1cccc(C2NCCc3[nH]cnc32)c1 (stereo not given)
    9, 101, 95, ·, 100, -0.3, 99, -2, 100, 0, 98
- CCOc1cc(CNCCc2c[nH]c3ccccc23)cc(Cl)c1OCC
    2, 104, 99, -16, 95, 0.1, 100, 4, 98, -2, 98
- CCN(CC)C(=O)c1ccc(NC(=O)c2ccc(-c3nn(C)c(=O)c4ccccc34)cc2)cc1
    7, 93, 94, -13, 95, 13, 94, 15, 90, 7, 96
- CCN(CC)c1ccc(/C=C/[N+](=O)[O-])cc1
    31, 91, 88, 13, 91, -0.1, 93, 26, 92, 0, 90
- c1ccc(CCN2CCC(N3CCN(c4ccccc4)CC3)CC2)cc1
    13, 105, 100, ·, 102, 1.4, 103, 11, 102, 6, 108
- N#Cc1ccccc1Cn1cc(C(=O)c2ccco2)c2ccccc21
    6, 96, 95, 5, 98, 2.5, 95, 1, 95, 10, 99
- CCOc1ccc(-n2c(CC)nc3ccccc3c2=O)cc1
    7, 99, 97, ·, 98, 0.6, 99, 2, 100, 0, 101
- COc1ccc(Oc2cc(NC(=O)c3nn(C)cc3[N+](=O)[O-])cc([N+](=O)[O-])c2)cc1
    13, 102, 100, ·, 102, -0.1, 102, -5, 101, 1, 106
- CN(C)c1ccc(/C=C2\CC3C4CC=C5CC(O)CCC5(C)C4CCC3(C)C2=O)cc1 (stereo not given)
    13, 97, 99, 25, 102, 1.2, 98, 12, 98, 26, 103
- Cc1ccccc1CN1CCN(c2ccc(Cl)cc2)CC1
    1, 95, 99, -11, 103, 1.1, 99, 27, 100, 12, 106
- CC1(C)CC(n2[nH]c(=O)c3c2NC(=O)CSC3c2ccccc2)CCO1 (stereo not given)
    10, 96, 96, -8, 94, 0.2, 97, 0, 75*, -2, 102
- O=C1CCCN1c1ccc(S(=O)(=O)O)cc1 (tested in a mixture with another compound)
    15, 102, 101, 12, 102, 0.2, 101, 21, 103, 1, 105
- Cc1c2cnn(CC(=O)N3CCC4(CC3)OCCO4)c(=O)c2c(C)n1Cc1ccc(F)cc1
    35, 104, 99, ·, 102, 0.5, 101, 11, 101, 2, 108
- NC(N)=N/N=C/c1ccc(N2CCOCC2)cc1
    8, 97, 94, ·, 94, 0.3, 92, 3, 93, -1, 92
- Cc1ccc(S(=O)(=O)N2CCCC(C(=O)N3CCC4(CC3)OCCO4)C2)cc1 (stereo not given)
    19, 100, 94, ·, 101, 1.2, 101, 1, 102, 2, 100
- C1=C(c2c[nH]c3ccccc23)CCN(Cc2ccccc2)C1
    12, 96, 93, -2, 94, 0.4, 95, 8, 96, 1, 90
- COCCN1C(=O)NC(=O)/C(=C\c2ccc(F)cc2)C1=O
    10, 102, 96, -34, 97, 0.3, 98, -12, 99, 2, 96
- CCn1nc(/C=C/c2ccccc2)nc2c(=O)n(C)c(=O)nc1-2
    9, 92, 83, 21, 76*, -0.1, 82, 16, 83, 0, 96
- CN(C)c1nc(OCCNC(=O)COc2ccc(Cl)cc2Cl)nc(N2CCCCC2)n1
    6, 96, 96, ·, 97, 4.7, 96, -6, 94, 4, 97
- CC(C)(C)N(NC(=O)c1ccccc1)C(=O)c1ccccc1
    7, 101, 101, -2, 103, 1.1, 102, -7, 102, 4, 103
- O=C1/C(=C\c2ccc([N+](=O)[O-])cc2)N2CCC1CC2
    3, 101, 100, -7, 101, 1.8, 103, 28, 100, 8, 103
- CC(=O)N1N=C2C3CCN(CC3)C2C1c1ccc(F)cc1 (stereo not given)
    12, 96, 96, -8, 99, 0.7, 95, 11, 99, 14, 99
- O=C(N/N=C/c1c(O)n(-c2ccccc2)c(=O)[nH]c1=O)c1ccncc1
    17, 100, 101, ·, 103, -0.2, 102, 5, 101, -4, 102
- Fc1ccc2c(c1)nnn2C1CCN(Cc2nnnn2CCc2ccccc2)CC1
    3, 101, 101, 10, 103, 1.0, 99, 10, 102, 1, 103
- O=C(Nc1cccc(OC(=O)N2CCCCC2)c1)N1CCOCC1
    9, 99, 96, -3, 100, -0.3, 97, 7, 101, -1, 99
- COc1ccc2c(c1OC)C(=O)OC2c1c(O)n(C2CCCCC2)c(=O)[nH]c1=O (stereo not given)
    14, 102, 94, ·, 98, 0.2, 98, 38, 98, 12, 100
- CN1CCC2(CC1)NC(=O)C1=C(CN(C)CC1)N2
    22, 100, 99, -46, 104, 0.0, 102, -11, 98, -1, 102
- CCN1C(=O)C(=Cc2cc(C)n(C3CC3)c2C)C(=O)N(CC)C1=S
    4, 93, 92, -7, 95, -1.3, 92, 12, 90, -9, 92
- CC1CC(OP(O)(=S)c2ccc(N(C)C)cc2NC(=O)c2cccs2)CC(C)(C)C1 (stereo not given)
    7, 102, 87, 6, 90, -0.6, 90, 34, 92, -1, 89
- C[N+]1(C)[C@@H]2CC[C@H]1CC(OC(=O)C(CO)c1ccccc1)C2 (stereo not given in full)
    10, 93, 100, ·, 96, -0.1, 98, 13&5, 99, 0, 100
- CC(Cc1cccs1)NCc1ccc(Cl)cc1 (stereo not given)
    9, 96, 95, 1, 92, 6.2, 96, 13, 97, 4, 99
